Mcl1 Noxa PPI: Mcl-1/Noxa binding inhibitors, primary screen, biochemical, TR-FRET, 1536-well; Induced myeloid leukemia cell differentiation protein Mcl-1 (Homo sapiens), Q07820; inhibition, % at 21.7 µM; TR-FRET Mcl-1/Noxa peptide binding, 2 h; actives 1.5% (n = 220,000); AID 1022, 2008;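 active = compounds that cut the protein-peptide binding signal by more than 50% relative to plate controls in a single-dose test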;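 also: His-tagged Mcl-1 with rhodamine Noxa BH3 peptide and terbium anti-His antibody; 0% = Mcl-1 plus Noxa peptide wells and 100% = peptide-only wells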
Target sequence (Q07820 whole entry, looked up): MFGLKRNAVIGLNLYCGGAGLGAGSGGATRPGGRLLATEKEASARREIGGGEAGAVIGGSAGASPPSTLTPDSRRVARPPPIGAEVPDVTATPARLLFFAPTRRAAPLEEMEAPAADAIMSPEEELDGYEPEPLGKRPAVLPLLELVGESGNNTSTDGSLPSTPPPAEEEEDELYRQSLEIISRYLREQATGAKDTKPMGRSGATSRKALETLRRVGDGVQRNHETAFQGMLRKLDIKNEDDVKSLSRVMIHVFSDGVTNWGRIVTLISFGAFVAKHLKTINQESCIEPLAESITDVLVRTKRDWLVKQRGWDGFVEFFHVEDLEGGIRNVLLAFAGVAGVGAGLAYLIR
Pf gamet viab: late stage P. falciparum gametocyte viability inhibitors, primary screen, ATP luminescence, HTS | inhibition, % at 10.9 µM | actives 0.065% (n = 150,000) | P. falciparum stage V gametocytes, 24 h;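 active = inhibition above the mean plus 3 SD of compounds within the control limits, set per campaign, cut at about 38% in these data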;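 also: 0% = DMSO wells and 100% = medium only without gametocytes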
RGS4-Gao reg: modulators of RGS4 binding to Galphao, primary screen, biochemical, multiplexed bead flow cytometry. Guanine nucleotide-binding protein G(o) subunit alpha (Homo sapiens), P09471. actives lie on both sides. binding response (% of control), % at 10 µM. actives 0.33% (n = 220,000). AID 1415, 2008; in the data active = binding response below about 49% or above about 150%; inactive = in between;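 also: fluorescent Galphao activated with aluminum fluoride binding bead-coupled RGS4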
Bim-Mcl-1: inhibitors of Bim peptide binding to Mcl-1, primary screen, biochemical, bead-based flow cytometry, multiplex. inhibition, % at 10 µM. actives 0.1% (n = 190,000). Bim peptide-Mcl-1 binding. Induced myeloid leukemia cell differentiation protein Mcl-1 (Homo sapiens), Q07820; in the data active = inhibition above about 40%;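 also: 0% = no compound tracer wells and 100% = peptide blocker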
GSH bead fluor: compound fluorescence on glutathione beads, profiling panel, artefact control, biophysical, 488/530 nm, flow cytometry. GSH beads flow cytometry, compound fluorescence 488/530 nm; active compounds read high. fluorescence (KMESF) at 10 µM. actives 0.25% (n = 190,000); in the data active = fluorescence above about 89;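 also: glutathione beads carrying GST-tagged Bcl family fusion proteins plus one bare bead set; values are compound well signal with DMSO vehicle wells as background; inactives centre near 16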
RGS8-Gao: RGS8-Galphao binding modulators, primary screen, biochemical, multiplexed bead flow cytometry | response (percent of control binding), % at 10 µM | Guanine nucleotide-binding protein G(o) subunit alpha (Homo sapiens), P09471 | actives lie on both sides | actives 0.34% (n = 220,000); in the data active = response below about 60% or above about 140%; inactive = in between;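 also: Galphao activated as the GDP aluminium fluoride complex binding bead-coupled RGS8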
ABCG2 block: ABCG2 efflux pump inhibitors, primary screen, multiplex with ABCB1, IgMXP3 cells, flow cytometry. inhibition, % at 6.6 µM. JC-1 efflux. actives 0.1% (n = 190,000);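 active = inhibition above 80%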;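 also: 0% = DMSO and 100% = nicardipine control wells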
Target sequence (Q9UNQ0 whole entry, looked up): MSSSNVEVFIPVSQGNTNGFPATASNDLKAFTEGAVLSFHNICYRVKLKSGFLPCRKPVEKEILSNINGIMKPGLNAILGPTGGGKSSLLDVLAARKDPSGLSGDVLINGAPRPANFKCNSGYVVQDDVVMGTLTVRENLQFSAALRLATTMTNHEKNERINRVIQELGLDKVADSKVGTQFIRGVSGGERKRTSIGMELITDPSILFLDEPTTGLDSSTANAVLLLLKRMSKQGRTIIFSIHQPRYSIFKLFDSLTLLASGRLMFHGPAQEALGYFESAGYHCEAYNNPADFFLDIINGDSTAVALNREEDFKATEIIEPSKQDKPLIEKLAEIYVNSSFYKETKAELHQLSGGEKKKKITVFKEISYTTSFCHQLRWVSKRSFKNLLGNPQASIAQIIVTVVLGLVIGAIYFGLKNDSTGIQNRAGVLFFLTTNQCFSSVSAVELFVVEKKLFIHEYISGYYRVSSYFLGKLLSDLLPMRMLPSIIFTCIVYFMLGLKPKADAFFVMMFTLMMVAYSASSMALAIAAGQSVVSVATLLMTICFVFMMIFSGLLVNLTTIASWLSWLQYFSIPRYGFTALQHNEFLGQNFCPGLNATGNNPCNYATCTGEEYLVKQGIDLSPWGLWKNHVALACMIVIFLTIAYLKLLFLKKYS
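Measure – % inhibition of efflux relative to nicardipine and DMSO · Test system – ABCG2 IgMXP3 and barcoded ABCB1 CCRF-Adr cell mix · Control set – nicardipine as high control, DMSO as low control · Compound – one concentration, 6.6 µM final · Signal – flow cytometry of retained JC-1 fluorescence · Timing – 10 min exposure at 25 °C with rotation, no wash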
Avidin fluor: green autofluorescence of compounds with avidin beads – biophysical, 488/530 nm, flow cytometry, artefact control, profiling panel | compound fluorescence 488/530 nm; active compounds read high | fluorescence (KMESF) at 10 µM | actives 0.38% (n = 220,000) | AID 1775, 2009; in the data active = fluorescence above about 47; also: inactives centre near 10
ABCB1 inh: ABCB1 efflux pump inhibitors, primary screen, cell-based, multiplex, flow cytometry, ABCG2 counter-screen; AID 1326, 2008; actives 0.067% (n = 190,000); inhibition, % at 6.6 µM; CCRF-Adr cells, JC-1 efflux; in the data active = inhibition above about 40%;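 also: 0% = vehicle and 100% = reference inhibitor; higher value means more JC-1 retained so stronger ABCB1 efflux block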
RGS7-Gao reg: RGS7-Galphao binding modulators, primary screen, biochemical, multiplexed bead flow cytometry | Guanine nucleotide-binding protein G(o) subunit alpha (Homo sapiens), P09471 | actives lie on both sides | binding response (% of control), % at 10 µM | actives 0.35% (n = 220,000) | AID 1439, 2008; in the data active = binding response below about 49% or above about 150%; inconclusive = no clear call, values can overlap the other calls; inactive = in between;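 also: fluorescent Galphao held in activated GDP-AlF4 state binding bead-coupled RGS7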
Mcl1 Bid PPI: Mcl-1/Bid binding inhibitors, primary screen, biochemical, TR-FRET, 1536-well; TR-FRET Mcl-1/Bid-Dy647 peptide binding; inhibition, % at 21.7 µM; actives 0.97% (n = 220,000); AID 1021, 2008; Induced myeloid leukemia cell differentiation protein Mcl-1 (Homo sapiens), Q07820;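 active = compounds that cut the binding signal by more than half at the single screening dose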;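 also: His-tagged Mcl-1 with europium anti-His antibody binding Bid BH3 peptide; 0% = Mcl-1 plus peptide wells and 100% = peptide-only wells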
Starred values were filed as active, the others as inactive; ? = inconclusive; · = not tested or not shown. Rows were taken by chance; about 3.3% have a hit in one of these screens.

Sequence of screens: GSH bead fluor | Mcl1 Bid PPI | RGS7-Gao reg | Bim-Mcl-1 | ABCB1 inh | Mcl1 Noxa PPI | RGS4-Gao reg | Pf gamet viab | ABCG2 block | Avidin fluor | RGS8-Gao
1. CCN(CC)c1ccc(C(=O)N/N=C/c2ccccc2OC(F)F)cc1
 : 16 | -35 | 108 | -2 | 1.0 | 4 | 112 | -13 | 3 | 22 | 110
2. CC(C)OP(=O)(OC(C)C)C(Nc1ccc([N+](=O)[O-])cc1)c1cccc([N+](=O)[O-])c1 (stereo unspecified)
 : · | -18 | ? | · | · | 12 | 106 | -16 | · | 4 | 102
3. Cc1ccc2nc3c(c(C(=O)O)c2c1)CCC3
 : 18 | -31 | 101 | 1 | -0.5 | -3 | 99 | -8 | 0 | 4 | 101
4. c1ccc2c(Cn3nnc4ccccc43)cccc2c1
 : 17 | 14 | 98 | -3 | 0.8 | 10 | 103 | · | 3 | 13 | 103
5. COc1ccc(/C=C/C=C2\N=C(SC)SC2=O)cc1
 : 10 | -49 | 96 | -2 | -0.3 | 6 | 100 | · | -1 | 6 | 101
6. Cc1ccc([N+](=O)[O-])cc1N(CC(=O)Nc1ccc(S(=O)(=O)Nc2cccc(C(F)(F)F)c2)cc1)S(C)(=O)=O
 : 27 | 11 | 100 | -3 | 0.1 | 16 | 102 | -11 | 0 | 14 | 101
7. C=C(C)CSc1nc2ncccc2[nH]1
 : 36 | -4 | 104 | -2 | -2.8 | -9 | 106 | -38 | -3 | 6 | 100
8. CC1=C/C(=N\NC(=O)c2ccccc2)CC1
 : 5 | -10 | 101 | -1 | 0.3 | -5 | 101 | -1 | 4 | 7 | 99
9. COCCn1c(-c2ccccc2)nc2oc3ccccc3c(=O)c2c1=O
 : 36 | 16 | 102 | -3 | 2.3 | 26 | 103 | · | 7 | 10 | 102
10. Cc1cccc(-n2ncc3c(N4CCC(C)CC4)ncnc32)c1
 : 15 | -5 | 100 | 1 | 0.9 | 3 | 98 | · | 6 | 9 | 99
11. CN(C(=O)CSc1nnc(-c2cccs2)o1)C1CCS(=O)(=O)C1 (stereo unspecified)
 : 11 | -2 | 96 | -4 | 0.4 | 12 | 100 | · | 0 | 12 | 100
12. COC(=O)C(C(=O)OC)c1ncc(C(F)(F)F)cc1Cl
 : 12 | -31 | 92 | 0 | 1.0 | 3 | 93 | -12 | 6 | 10 | 96
13. CCN(CC)CC(=O)c1c(N)n(Cc2ccccc2)c(=O)n(C)c1=O
 : 12 | -9 | 95 | -1 | 0.6 | 1 | 86 | 20 | 3 | 22 | 95
14. CC(=O)c1c(-c2ccc(Cl)cc2Cl)noc1C
 : · | -3 | ? | · | · | 14 | 100 | 20 | · | 7 | 99
15. CC(C)COc1ccc(C(=O)CCN2CCCCC2)cc1
 : 22 | 43 | 100 | 2 | 0.3 | 33 | 101 | · | -1 | 13 | 98
16. OCCN1CCN(C(=S)c2ccc(Cl)c(Cl)c2)CC1
 : 30 | -39 | 127 | -6 | 0.2 | 14 | 100 | · | -1 | 11 | 84
17. OC1CCN(Cc2nc(Cc3ccccc3Cl)no2)CC1
 : 15 | -17 | 111 | -5 | 0.0 | 9 | 110 | -11 | 7 | 2 | 109
18. O=[N+]([O-])c1ccc(-n2ccnc2)cc1
 : · | -3 | ? | · | · | -2 | 101 | 3 | · | 6 | 99
19. CCOC(=O)c1ccc(NCc2nc3ccccc3[nH]2)cc1
 : 24 | 5 | 93 | 2 | -2.4 | -2 | 97 | · | -1 | 8 | 99
20. CCCC(=O)Nc1cc(OC)c(NC(=O)NC2CCCCC2)cc1OC
 : 38 | -17 | 104 | -1 | 1.0 | 0 | 100 | -11 | 4 | 15 | 97
21. CC(C)CC(=O)NC(=S)Nc1ccccc1F
 : 29 | -18 | 94 | -2 | -0.9 | 9 | 96 | · | -4 | 14 | 100
22. Cc1ccsc1/C=N/n1cnc2sc(C)c(C)c2c1=O
 : 35 | -25 | 98 | 0 | 0.8 | 19 | 97 | 9 | 4 | 9 | 102
23. O=C1CC(C(=O)Nc2ccc(C(=O)N3CCOCC3)cc2)C2(CCCCC2)O1 (stereo unspecified)
 : 26 | -13 | 99 | 0 | -2.4 | -7 | 103 | 18 | -3 | 16 | 101
24. COc1ccc(Cl)cc1NC(=S)Nc1ccccc1C
 : 11 | -47 | 101 | 0 | -0.2 | 12 | 104 | -2 | 0 | 22 | 103
25. Cc1cc(C)c(C)c(S(=O)(=O)NCc2ccc(C(=O)N3CCCCC3)cc2)c1C
 : 71 | -6 | 106 | -3 | 1.0 | 8 | 111 | · | 0 | 7 | 109
26. Cc1cccc(C)c1OC(=O)CSc1nnc(-c2ccccc2O)o1
 : 7 | -16 | 100 | 2 | 0.1 | -28 | 102 | 10 | 1 | 6 | 101
27. CCc1noc(C)c1C(=O)N1CC(C)OC(C)C1 (stereo unspecified)
 : 5 | -7 | 98 | 1 | 0.3 | -3 | 100 | · | 4 | 7 | 101
28. CCCCCn1c(=O)c(F)cn(Cc2ccc(OC)c([N+](=O)[O-])c2)c1=O
 : 25 | 8 | 92 | 0 | 4.5 | -8 | 92 | -16 | 28 | 3 | 97
29. O=C1C2C3C=CC(C4CC34)C2C(=O)N1/N=C/c1ccc(-c2ccc([N+](=O)[O-])cc2)o1 (stereo unspecified)
 : 14 | -14 | ? | 1 | 0.3 | 10 | 101 | -4 | 3 | 8 | 101
30. CSc1cccc(NC(=O)CN(C)S(=O)(=O)c2ccccc2)c1
 : 35 | 72* | 99 | 0 | 0.9 | -18 | 101 | 7 | 6 | 5 | 102
31. O=[N+]([O-])c1ccc(/C=N/NC(=S)Nc2ccccc2)o1
 : 17 | -60 | 105 | -7 | -0.2 | 26 | 100 | · | 0 | 6 | 101
32. O=C(CSc1ccc2nnc(-c3cccnc3)n2n1)c1ccccc1
 : 19 | -11 | 97 | 0 | 0.8 | 15 | 99 | · | 6 | 9 | 100
33. CCOc1ccc2nc(NC(=O)c3ccccn3)sc2c1
 : · | -117 | ? | · | · | -87 | 97 | 9 | · | 8 | 98
34. Nc1cc(N)nc(SCC(=O)Nc2ccc3c(c2)OCCCO3)n1
 : 33 | -20 | 96 | -4 | -0.3 | 3 | 98 | · | 9 | 8 | 93
35. Cc1cccnc1NC(=O)c1c(O)c2cccc3c2n(c1=O)CCC3
 : 15 | -19 | 107 | 2 | 0.9 | -22 | 106 | · | 12 | 11 | 106
36. COc1cc(-n2c(=O)c3ccccc3n(CC(=O)OCc3ccccc3)c2=O)cc(OC)c1OC
 : 16 | 9 | 97 | -4 | 0.1 | -2 | 98 | 12 | 0 | 12 | 98
37. COC(=O)c1ccc(COc2ccc(/C=N/NC(N)=S)cc2)o1
 : · | -68 | ? | · | · | 16 | 102 | -34 | · | 8 | 100
38. O=C(CNC(=O)c1cccc(F)c1)OCC(=O)N1CCN(C(=O)c2ccco2)CC1
 : · | -34 | ? | · | · | 2 | 111 | -7 | · | 28 | 105
39. CCOC(=O)c1ccc(NC(=O)c2nc[nH]c2C(=O)NC)cc1
 : · | -28 | ? | · | · | -8 | 93 | -34 | · | 12 | 98
40. N=c1c2c(ncn1CCCO)Oc1cc(O)ccc1C2c1ccccc1 (stereo unspecified)
 : · | -6 | ? | · | · | 27 | 102 | -20 | · | 9 | 100
41. COc1ccc(OC)c(NC(=O)C(CC(C)C)NC(=O)C2CCCCC2)c1 (stereo unspecified)
 : 28 | -29 | 98 | -4 | 0.7 | -8 | 99 | · | 6 | 13 | 100
42. O=C(NCCN1CCOCC1)c1cc(-c2cccs2)on1
 : 14 | -6 | 100 | -4 | 0.1 | 1 | 102 | · | 1 | 30 | 102
43. O=C(Cn1c(C(F)(F)F)nc2ccccc21)N=Nc1c(O)[nH]c2ccc(Br)cc12
 : 10 | -6 | 95 | 1 | -0.2 | 15 | 97 | -6 | 1 | 22 | 100
44. O=C(Nc1ccccn1)C12CC3CC(C1)CC(C(=O)Nc1ccccn1)(C3)C2
 : 8 | -13 | 100 | 7 | 0.5 | -14 | 98 | · | 2 | 10 | 99
45. COc1ccc(C(=O)NC2CCN(C(=S)Nc3ccccc3C)CC2)cc1
 : 22 | -8 | 102 | 0 | 1.6 | -5 | 100 | 2 | 19 | 5 | 99
46. Cc1ccc(Nc2c([N+](=O)[O-])c(=O)n(C)c3ccccc23)cc1
 : 13 | -38 | 101 | -2 | 2.3 | 8 | 104 | -17 | 15 | 11 | 104
47. CC1CCc2sc(C(=O)NCc3ccc(F)cc3)cc2C1 (stereo unspecified)
 : 15 | -15 | 99 | 0 | 0.5 | 1 | 102 | 18 | 5 | 12 | 99
48. O=C(CCN1C(=O)c2ccccc2C1=O)Nc1nc2ccccc2s1
 : 10 | -13 | 99 | 3 | 0.8 | -7 | 96 | 13 | 9 | 11 | 98
49. CCOC(=O)CNC(=O)CSc1nnc(SCC(=O)NCC(=O)OCC)s1
 : 10 | -47 | 115 | -1 | 0.8 | -3 | 103 | · | 5 | 15 | 99
50. CC1=Nc2cc(C(=O)O)ccc2Sc2ccc(C)cc21
 : 65 | -13 | 100 | 0 | -0.3 | 6 | 98 | -15 | 0 | 11 | 99
51. COc1ccc(NC(=O)CSc2nnc(Cc3cccn3C)n2-c2ccc(OC)cc2)cc1
 : 14 | -26 | 98 | -3 | 1.1 | 1 | 101 | · | 9 | 28 | 100
52. COc1ccc(N(C(=O)c2cccc([N+](=O)[O-])c2)S(=O)(=O)c2cccs2)cc1
 : 20 | -21 | 103 | 0 | 1.1 | 13 | 99 | 2 | 1 | 9 | 94
53. COc1ccccc1-n1cnc2cc(C(=O)NCC3CCCO3)ccc21 (stereo unspecified)
 : 34 | 0 | 101 | -2 | -0.1 | 5 | 105 | · | 13 | 13 | 100
54. CCOc1ccccc1C1CC(c2ccc(F)cc2)Nc2nc(N)nn21 (stereo unspecified)
 : 22 | -24 | 107 | 0 | 0.0 | 0 | 103 | · | 1 | 13 | 101

Down the list, from the results shown:
Avidin fluor, entries 42 to 47: 30, 22, 10, 5, 11, 12
ABCB1 inh, entries 42 to 47: 0.1, -0.2, 0.5, 1.6, 2.3, 0.5
RGS7-Gao reg, entries 42 to 47: 100, 95, 100, 102, 101, 99

From PubChem
